# Compound activity as filed in PubChem BioAssay.
# LYP inhibition: inhibitors of LYP phosphatase, biochemical, fluorescence intensity, uHTS (AID 1779). recombinant LYP phosphatase, fluorescence intensity; higher % means a stronger effect. 290,000 tested, 0.054% active. inhibition, % at 11.5 µM, or IC50 in µM where a hit was titrated; in the data active = inhibition above about 50%;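 also: plate controls were vehicle with enzyme for no effect and no enzyme for full effect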
# AID2073: inhibitors of Mint1-CaV2.2 protein interaction, biochemical, HTRF (AID 2073); Voltage-dependent N-type calcium channel subunit alpha-1B (Homo sapiens); HTRF protein-protein interaction, Mint1-CaV2.2; higher % means a stronger effect; one-dose inhibition, % at 20 µM; IC50 in µM for titrated hits; 290,000 tested, 0.19% active; in the data active = inhibition mostly above about 51%, no sharp cut-off; also: some results filed as inactive read as strong as hits
# Siah-1 displacement: Siah-1 peptide-binding antagonists, primary screen, biochemical, fluorescence polarization, rhodamine-plectin, uHTS (AID 1817); 290,000 tested, 0.02% active; Siah-1 / rhodamine-plectin peptide fluorescence polarization; higher % means a stronger effect; displacement, % at 20 µM; hits with a dose series show IC50 in µM; E3 ubiquitin-protein ligase SIAH1 (Homo sapiens);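 active = displacement of at least 50% at 20 µM, with a fluorescence ratio check between 0.3 and a set limit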;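 also: plate controls were Siah plus tracer with DMSO for no effect and tracer alone without Siah for full effect; strong numbers were not always called active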
# * = called active by the depositor. Only part of the results is shown (hit frequency here may not be typical).
SMILES,LYP inhibition,AID2073,Siah-1 displacement
CN1CCN(C(=O)c2ccc3c(c2)NC(=O)/C(=C/c2ccccc2)S3)CC1,-8%,11%,-3%
COc1ccc(-c2cc3cccc(OC)c3oc2=O)cc1,-3%,36%,14%
O=C(NCCc1ccc(Cl)cc1)C1CCN(C(=O)c2ccc(F)cc2)CC1,-13%,2%,2%
COc1ccc(S(=O)(=O)NCC2CCCO2)cc1NC(=O)c1ccccc1 (configuration not stated),-11%,12%,-10%
Cc1cccc(-c2oc3ccccc3c2C#CCCO)c1,-4%,9%,2%
CCc1noc(C)c1C(=O)N1CCC(CCC(=O)Nc2cccc(OC)c2)CC1,-14%,4%,-1%
O=C(NCCc1ccccc1)c1ccc2c(=O)[nH]c3c(C(=O)NCC4CCCO4)sc(=S)n3c2c1 (configuration not stated),-7%,-17%,-3%
COc1ccc(OC)c(/C=N/NC(=O)c2ccncc2)c1,-7%,2%,12%
CC(C)=N/N=C1/NC(=O)C(Cc2ccccc2)S1 (configuration not stated),-8%,15%,8%
CC(CC12CC3CC(CC(C3)C1)C2)NCc1ccccc1O (configuration not stated),-7%,14%,-3%
COc1ccccc1/C=C/C(=O)NC(=S)Nc1ccccn1,1%,11%,-5%
COc1ccccc1NC(=O)Cc1nnc(SCC(=O)NC2CCCCC2)n1C,-9%,8%,-4%
Cc1ccc(S(=O)(=O)/N=C(/Nc2ccc([N+](=O)[O-])cc2)c2ccccc2)cc1,-3%,-3%,-1%
CC(NC(=O)c1c(O)c2ccccc2[nH]c1=O)c1ccccc1 (configuration not stated),-7%,12%,2%
CCn1nc(C)cc1-c1nnc(Sc2ncc([N+](=O)[O-])s2)n1C,-1%,-43%,9%
Cc1c(C(=O)N2CCN(c3ccc(F)cc3)CC2)sc2nc3n(c(=O)c12)CCC3,-9%,1%,16%
CC1CN(c2cnn(C(C)C)c(=O)c2Cl)CC(C)O1 (configuration not stated),-4%,5%,5%
CCc1ccc2nc(N(CCCN(C)C)C(=O)c3ccc(S(=O)(=O)N(C)C4CCCCC4)cc3)sc2c1,-1%,13%,-5%
O=C(O)c1ccc(CN2C(=O)c3ccc(C(=O)O)cc3C2=O)cc1,-6%,13%,-3%
COc1ccc(N2CCN(C3CCCN(Cc4ccc(F)cc4Cl)C3)CC2)cc1 (configuration not stated),-4%,4%,8%
O=C(Nc1ccc(Cl)cc1)C1CCN(C(=O)c2ccco2)CC1,-8%,-7%,4%
CCOC(=O)C1(Cc2ccccc2C)CCCN(S(C)(=O)=O)C1 (configuration not stated),0%,-3%,2%
CC(=O)c1cccc(NC(=O)C2C3CCC(C3)C2C(=O)O)c1 (configuration not stated),-11%,13%,-4%
CC1CCCC(C)N1CCCNC(=O)c1nn(C)c2c1CSc1ccccc1-2 (configuration not stated),0%,-16%,5%
Cc1onc(-c2ccccc2Cl)c1C(=O)N1CCCCCC1,-1%,1%,-1%
Cc1ccc(O)c(NC(=O)c2ccccc2-c2ccccc2C(=O)O)c1,-10%,7%,-7%
COc1ccc(OC)c(NC(=O)Nc2cnccn2)c1,-6%,5%,-5%
COc1ccc(S(=O)Cc2ccc(C(=O)N3CCN(c4cccc(C)c4C)CC3)o2)cc1 (configuration not stated),-8%,8%,3%
COc1ccccc1NS(=O)(=O)c1ccc(C)c(NS(=O)(=O)c2cc(C(=O)O)cc(C)c2C)c1,-14%,-4%,-3%
CCOC(=O)C1CN(S(=O)(=O)c2ccc(OC)cc2)c2cc(Cl)ccc2O1 (configuration not stated),-1%,4%,1%
COC(=O)CCC(=O)NNC(=O)C1CC1(c1ccccc1)c1ccccc1 (configuration not stated),-12%,6%,9%
CCC(=O)c1ccc(OCC(=O)Nc2ccc(N3CCOCC3)cc2N2CCOCC2)cc1,-9%,20%,0%
O=C(CCNC(=O)C1CCN(S(=O)(=O)c2ccccc2)CC1)NCc1ccc(Cl)cc1Cl,-2%,5%,8%
Cc1cc(OC(C)C(=O)NCC2CCCO2)cc(C)c1Cl (configuration not stated),-10%,9%,6%
C=C1CCC[C@]2(C)C[C@H]3OC(=O)C(CNC(C)(CO)CO)[C@H]3CC12 (some centres not stated),-6%,24%,-4%
Cc1cc(C)c(NC(=O)CNC(=O)COC(=O)C2CCN(c3ccc(C(F)(F)F)cn3)CC2)c(C)c1,-3%,22%,12%
CCOc1ccccc1NC(=O)CCNS(=O)(=O)c1ccc(NC(C)=O)cc1,-8%,0%,5%
O=C(Nc1cc(F)ccc1F)C1CCN(S(=O)(=O)c2cccc3nonc23)CC1,1%,-6%,-1%
COCCn1c(=NC(=O)CSCC(=O)N2CCOCC2)sc2cc(C)ccc21,2%,14%,-1%
O=C(NCc1ccccc1F)c1ccncc1,-8%,-10%,4%
CCOC(=O)N1CCN(S(=O)(=O)c2ccc(C(=O)Nc3sc4c(c3C(N)=O)CC(C)(C)NC4(C)C)cc2)CC1,-14%,6%,-1%
CCCCn1c2ccc(C)cc2c2nnc(SCCN3CCCCC3)nc21,-4%,2%,-1%
NC(=O)c1sc2nc(-c3cccs3)ccc2c1N,-6%,35%,-2%
Cc1cc(=O)oc2cc(OC(C)C(=O)NCCc3ccc(S(N)(=O)=O)cc3)ccc12 (configuration not stated),-8%,-4%,-3%
CCOc1ccccc1CN1CCC(n2nccc2NC(=O)CCc2ccccc2)CC1,-14%,12%,6%
O=C(Nc1ccc(Cl)cc1)c1ccc2c(=O)n3c(nc2c1)CCCCC3,-8%,9%,-10%
C/C(=N\Nc1nncc2ccccc12)c1ccc(C(C)(C)C)cc1,-10%,-13%,-3%
O=C(Nc1nccs1)c1cc([N+](=O)[O-])ccc1Cl,-5%,2%,-1%

# Of the compounds above, 4 have a COOH group:
SMILES,LYP inhibition,AID2073,Siah-1 displacement
O=C(O)c1ccc(CN2C(=O)c3ccc(C(=O)O)cc3C2=O)cc1,-6%,13%,-3%
CC(=O)c1cccc(NC(=O)C2C3CCC(C3)C2C(=O)O)c1 (configuration not stated),-11%,13%,-4%
Cc1ccc(O)c(NC(=O)c2ccccc2-c2ccccc2C(=O)O)c1,-10%,7%,-7%
COc1ccccc1NS(=O)(=O)c1ccc(C)c(NS(=O)(=O)c2cc(C(=O)O)cc(C)c2C)c1,-14%,-4%,-3%

# Remaining list, next part
SMILES,LYP inhibition,AID2073,Siah-1 displacement
O=C(O)c1ccc2c(=O)n3c(nc2c1)/C(=C/c1ccc(OC(F)F)cc1OC(F)F)CC3,-1%,43%,-2%
Cc1nn(C)c(C(=O)N/N=C/c2cccc(Oc3ccccc3)c2)c1Br,-4%,8%,4%
Cc1cc(N2CCOCC2)nc2ccc(NC(=O)CCC(=O)N3CCN(c4ccc(F)cc4)CC3)cc12,-5%,5%,3%
COc1ccc(NC(=S)N(CCC(C)C)C2CCN(C(C)C)CC2)cc1Cl,6%,-16%,-2%
C=Cn1cc[n+](CC(=O)c2ccc(OC)cc2)c1,-1%,-1%,-6%
COc1cc2c(cc1OC)CN(c1ccc(C(F)(F)F)cn1)CC2,-5%,5%,-2%
CCCCC(=O)NC(c1ccc(N(C)C)cc1)c1ccc2cccnc2c1O (configuration not stated),-4%,1%,-8%
CC(=O)N1CCOc2ccc(S(=O)(=O)N3CCC(C(=O)NCc4ccc(F)cc4)CC3)cc21,-9%,4%,-3%
Cc1ccc(OCC(=O)Nc2nnc(S(=O)(=O)N3CCC(C)CC3)s2)cc1,-13%,22%,-7%
Cc1cc(C)n(C(=O)CN(C)S(=O)(=O)c2ccc([N+](=O)[O-])cc2)n1,-8%,-8%,-6%
CCN(CC)S(=O)(=O)c1ccc(Cl)c(C(=O)OC2CC(C)OC2=O)c1 (configuration not stated),0%,-3%,-1%
CCOC(=O)c1cc(-c2ccc([N+](=O)[O-])cc2)nc2c1c(=O)[nH]c(=O)n2Cc1ccccc1,-2%,34%,13%

# Profiles, quoted from the list. Order of values: LYP inhibition	AID2073	Siah-1 displacement
# Results for Cc1c(C(=O)N2CCN(c3ccc(F)cc3)CC2)sc2nc3n(c(=O)c12)CCC3 : -9%	1%	16%
# Results for O=C(Nc1ccc(Cl)cc1)C1CCN(C(=O)c2ccco2)CC1 : -8%	-7%	4%
# Results for C=C1CCC[C@]2(C)C[C@H]3OC(=O)C(CNC(C)(CO)CO)[C@H]3CC12 (some centres not stated) : -6%	24%	-4%
# Results for CC1CN(c2cnn(C(C)C)c(=O)c2Cl)CC(C)O1 (configuration not stated) : -4%	5%	5%
# Results for CC(=O)N1CCOc2ccc(S(=O)(=O)N3CCC(C(=O)NCc4ccc(F)cc4)CC3)cc21 : -9%	4%	-3%

# Later entries:
SMILES,LYP inhibition,AID2073,Siah-1 displacement
O=C(c1ccccc1F)N(Cc1ccccc1)Cc1ccccc1,-6%,-6%,17%
COc1ccc(S(=O)(=O)N(CC(=O)NCc2ccccn2)Cc2ccccc2)cc1,-15%,-4%,-1%
COc1ccccc1CCC(=O)NC1CCCN(c2ccc(C(F)(F)F)cn2)C1 (configuration not stated),-6%,-6%,8%
N#Cc1c(-c2ccccc2)cc(-c2ccccc2)nc1SCC(=O)O,-5%,9%,-4%
CC(C)Cc1ccc(CN2CCCC(NC(=O)Cn3cnnn3)C2)cc1 (configuration not stated),-8%,12%,1%
O=C(Nc1ccc2c(c1)C(=O)OC2)c1ccc(Cl)cc1Cl,-4%,-1%,11%
COc1cccc(/C=N/n2c(C3CCCCC3)n[nH]c2=S)c1OC,-4%,-42%,12%
COc1cc(NC(=O)c2ccc3c(c2)C(=O)N(CCC(C)C)C3=O)c(C(=O)O)cc1OC,-6%,30%,27%
COc1ccc(NC(=O)CCCNC(=O)Cn2cnc3sc4c(c3c2=O)CCCC4)c(OC)c1,-7%,-1%,-1%
CCN(CC(=O)Nc1c(F)cccc1F)C(=O)c1ccc(N2CCCCC2)c([N+](=O)[O-])c1,0%,2%,5%
CS(=O)(=O)N(CC(=O)N1CCCC1)Cc1ccc(F)cc1,-6%,1%,-4%
CN1CCN(C(=O)CCN2C(=O)/C(=C\c3ccc(Cl)cc3)SC2=S)CC1,-7%,-18%,2%
Cc1cccc(NC(=O)N2CCc3ccccc3C2)c1C,1%,-5%,4%
Nc1ncnc2sc3c(c12)CCNC3,-10%,10%,-9%
Cc1ccccc1NS(=O)(=O)c1cccc2nonc12,3%,8%,-4%
Cn1c(=O)c(=O)n(C)c2cc(N3CCCCC3)c(NS(=O)(=O)c3ccc(Br)cc3)cc21,2%,11%,-9%
Cc1ccc(S(=O)(=O)Nc2cc(=O)[nH]c(SCC(=O)Nc3cccc(C(F)(F)F)c3)n2)cc1,-14%,0%,4%
CN(C)c1ccc(/C=N/Nc2nncc3ccccc23)cc1,-4%,12%,-3%
Cc1nc(N(CCO)C2CCCCC2)c2nnn(Cc3ccccc3)c2n1,-7%,12%,-2%
COCCn1c(=O)c2c(nc3n2CCCN3CCc2ccc(OC)c(OC)c2)n(C)c1=O,-11%,4%,4%
COc1cc(NC(=S)NC(=O)CCc2ccccc2)cc(OC)c1,1%,14%,3%
Cc1ccc(C)c(N2CCN(S(=O)(=O)c3ccc(-c4ccc(=O)[nH]n4)o3)CC2)c1,-8%,20%,0%
COc1ccccc1NC(=O)C(C)N1C(=O)c2ccccc2C1=O (configuration not stated),-8%,5%,5%
Cc1ccc(N2CC(C(=O)Nc3nnc(SCC(=O)NCC4CCCO4)s3)CC2=O)cc1C (configuration not stated),-1%,6%,0%
O=C(NC(Cc1ccccc1)C(=O)O)/C(=C/c1ccc([N+](=O)[O-])cc1)NC(=O)c1ccco1 (configuration not stated),-3%,6%,5%
CC1Sc2ccc(S(=O)(=O)N3CCN(c4cccc(Cl)c4)CC3)cc2NC1=O (configuration not stated),-3%,5%,-1%
O=C(NC1CCN(S(=O)(=O)c2ccc(F)cc2)CC1)c1ccc(F)cc1,-8%,11%,-4%
CC(NC(=O)Cc1ccc(NC2=NC3CS(=O)(=O)CC3S2)cc1)c1ccccc1 (configuration not stated),-6%,30%,-2%
COc1ccc(CN(CC(=O)NC2CCCC2)C(=O)CCC(=O)Nc2nccs2)cc1,-4%,13%,3%
O=S(=O)(NN=C1CCCCCC1)c1ccccc1,-10%,6%,1%
Cc1[nH]c(C)c(S(=O)(=O)N(Cc2ccccc2)C(C)(C)C)c1C(=O)N1CCCC1,-6%,14%,-2%
COc1ccccc1CNC1CCCc2ccccc21 (configuration not stated),-6%,4%,5%
COc1ccc(C2=NS(=O)(=O)N(C)C(C(=O)Nc3ccc(C(C)=O)cc3)=C2)cc1OC,4%,10%,4%
Cn1c(=O)c(=O)n(C)c2cc(S(=O)(=O)CCC(=O)Nc3ccc(C(F)(F)F)cc3)ccc21,-6%,6%,4%
C=CCC1NS(=O)(=O)OC(CCCC)C1O (configuration not stated),-18%,8%,-1%
CCOc1ccc(N(CC(=O)Nc2cccc(Br)c2)S(C)(=O)=O)cc1,-6%,8%,-4%
NC(=O)c1nsc(C(=O)N(CC(=O)NC2CCCCC2)Cc2ccc(F)cc2)c1N,-12%,2%,-6%
CCN(CC)c1nc(-c2ccc(C(=O)NN)cc2)nc(-c2ccc(C(=O)NN)cc2)n1,-6%,-8%,2%
CCOc1ccc(CNC(=O)C(=O)c2cn(CC(=O)N3CCOCC3)c3ccccc23)cc1OC,-10%,1%,2%
CCOC(=O)C1(Cc2cccc(Cl)c2)CCCN(C(=O)c2ccc(COC)s2)C1 (configuration not stated),-3%,1%,0%
COc1ccc(CN(Cc2cccnc2)S(=O)(=O)c2ccc(-n3cnnn3)c(OC)c2)cc1,-6%,6%,5%
OCCN1CCN(c2nc(-c3ccccc3)c3cc(Br)ccc3n2)CC1,-3%,1%,7%
